Source: PubChem BioAssay
NPC1 prom act = activators of NPC1 promoter; 2.4% of 320,000 active; Potency, µM (series often up to 9.22 µM), for inactives: at the top dose activation, actives largely listed as activators; Huh7 NPC1 promoter luciferase reporter, 24 h;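 note: potency is the fitted concentration of half-maximal effect; % of control where 0% means no effect; nearly all actives have a fitted effect of over 60% in size; reporter is driven by a mutant NPC1 promoter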
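Compounds in DMSO were transferred onto Huh7 NPC1-luciferase reporter cells pre-incubated 2 h; after 24 h at 37 °C, Amplite reagent was dispensed and luminescence recorded 10 min later.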
FLuc modulator = firefly luciferase modulation, counter-screen for miR-21 project; P08659; purified FLuc, Km substrates, luminescence inhibition; Potency, µM (titrated, usually from 57.5 µM), for inactives: at the highest dose activity change, negative = inhibition, most hits filed as inhibitors; 6.9% of 360,000 active;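 note: potency is the fitted concentration of half-maximal effect; plate controls were vehicle for no effect and reference inhibitor for full effect; nearly all actives have a fitted effect of over 55% in size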
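Biochemical qHTS of compounds, final roughly 60 µM downward over six points, against 10 nM purified firefly luciferase using Km concentrations of substrates (10 uM D-luciferin, 10 uM ATP) in Tris acetate pH 7.5 buffer; luminescence output.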
p53 reactivator = re-activators of mutant p53 | H1299 p53-A138V BP100-luciferase reporter, luminescence, 24 h | Potency, µM (series often up to 92.2 µM), for inactives: at the top dose activity change, positive = activation, actives largely listed as activators | 0.063% of 320,000 active | AID 504706; note: potency is the fitted concentration of half-maximal effect; % of control where 0% means no effect; nearly all actives have a fitted effect of over 45% in size
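H1299 (p53-null), stable ts p53-A138V + BP100-Luc; 1000 cells/well, Opti-MEM/10% FBS; cpd 4 pt, 1:5; 24 h, 37 deg C, 5% CO2; detection reagent 10 min RT; luminescence.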
Gal4-VP16 FLuc = Gal4-VP16 reporter inhibition counter-screen; Potency, µM (series often up to 53.6 µM), for the others: at the highest dose activity, negative = inhibition, most hits filed as inhibitors; 3.5% of 310,000 active; Drosophila S2 Gal4-VP16 UAS-luciferase, luminescence, 20 h;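 note: Gal4-VP16 expression switched on by copper sulfate through the metallothionein promoter; potency is the fitted concentration of half-maximal effect; % is set by controls: 0 for no effect and ±100 for the full control effect; nearly all actives have a fitted effect of over 50% in size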
Rab9 promoter act = activators of Rab9 promoter; Potency, µM (highest dose often 9.22 µM), inactives show at the top dose activation, negative = inhibition, actives largely listed as activators; Huh7 Rab9 promoter-luciferase reporter, luminescence, 24 h; 2.8% of 320,000 active; note: potency is the fitted concentration of half-maximal effect; % of control where 0% means no effect; nearly all actives have a fitted effect of over 60% in size
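Promoter activation is measured as luciferase luminescence in Huh7 cells stably transfected with a Rab9 promoter–luciferase construct, following 24 h compound exposure at 37 °C and 10 min reagent incubation at ambient temperature.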
ELG1 genotoxic = genotoxicity induction in ELG1-luciferase HEK293T cells; 1.3% of 330,000 active; HEK293T ELG1-luciferase reporter, luminescence, 16 h; Potency, µM (highest dose often 46 µM), for the others: top-dose activity change, positive = activation, most hits filed as activators; note: potency is the fitted concentration of half-maximal effect; % of control where 0% means no effect; nearly all actives have a fitted effect of over 60% in size
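Luminescence read-out: rising ELG1-luciferase signal, reflecting elevated ELG1 protein under genetic stress, flags genotoxic compounds. Cells were treated for 16 hr at 37 °C before ONE-Glo detection.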
RORgamma inh = inhibitors of mouse ROR gamma transcriptional activity. 5.4% of 310,000 active. P51450. Drosophila S2 Gal4-RORgamma UAS-luciferase reporter, 20 h. AID 2551. Potency, µM (doses to about 53.6 µM), for the others: at the top dose activity change, negative = inhibition, most hits filed as inhibitors; note: potency is the fitted concentration of half-maximal effect; % is set by controls: 0 for no effect and ±100 for the full control effect; nearly all actives have a fitted effect of over 60% in size
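Stable Schneider cell line, Gal4 DNA-binding domain fused to ROR gamma, UAS-luciferase. Cmpd 1 hr RT → CuSO4 700 uM final → 20 hr RT → luciferase reagent 10 min → luminescence.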
Tb PFK block = T. brucei PFK enzyme inhibition; T. brucei PFK, ADP-Glo luminescence; O15648; Potency, µM (series often up to 57.5 µM), for the others: at the highest dose activity, negative = inhibition, most hits filed as inhibitors; AID 485367; 0.17% of 330,000 active;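 note: potency is the fitted concentration of half-maximal effect; 0% = uninhibited 1x PFK enzyme wells and -100% = no-enzyme wells; nearly all actives have a fitted effect of over 60% in size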
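ADP-Glo luminescence quantified ADP after 45 min at room temperature, with 1.25 nM T. brucei PFK, 0.1 mM ATP and 0.5 mM fructose-6-phosphate in pH 8.0 TEA buffer. qHTS titrations up to 57 µM; curves classified by quality.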
TRPV1 agonist = agonists of human vanilloid receptor 1 (TRPV1) | 0.19% of 320,000 active | TRPV1-expressing cells, Fluo-8 calcium influx, agonist mode | Q8NER1 | activation, % at 8.33 µM | AID 540275; in the data active = activation above about 80%; inconclusive = between about 30% and that limit; note: 0% is about no effect
Target sequence (Q8NER1 whole entry, looked up): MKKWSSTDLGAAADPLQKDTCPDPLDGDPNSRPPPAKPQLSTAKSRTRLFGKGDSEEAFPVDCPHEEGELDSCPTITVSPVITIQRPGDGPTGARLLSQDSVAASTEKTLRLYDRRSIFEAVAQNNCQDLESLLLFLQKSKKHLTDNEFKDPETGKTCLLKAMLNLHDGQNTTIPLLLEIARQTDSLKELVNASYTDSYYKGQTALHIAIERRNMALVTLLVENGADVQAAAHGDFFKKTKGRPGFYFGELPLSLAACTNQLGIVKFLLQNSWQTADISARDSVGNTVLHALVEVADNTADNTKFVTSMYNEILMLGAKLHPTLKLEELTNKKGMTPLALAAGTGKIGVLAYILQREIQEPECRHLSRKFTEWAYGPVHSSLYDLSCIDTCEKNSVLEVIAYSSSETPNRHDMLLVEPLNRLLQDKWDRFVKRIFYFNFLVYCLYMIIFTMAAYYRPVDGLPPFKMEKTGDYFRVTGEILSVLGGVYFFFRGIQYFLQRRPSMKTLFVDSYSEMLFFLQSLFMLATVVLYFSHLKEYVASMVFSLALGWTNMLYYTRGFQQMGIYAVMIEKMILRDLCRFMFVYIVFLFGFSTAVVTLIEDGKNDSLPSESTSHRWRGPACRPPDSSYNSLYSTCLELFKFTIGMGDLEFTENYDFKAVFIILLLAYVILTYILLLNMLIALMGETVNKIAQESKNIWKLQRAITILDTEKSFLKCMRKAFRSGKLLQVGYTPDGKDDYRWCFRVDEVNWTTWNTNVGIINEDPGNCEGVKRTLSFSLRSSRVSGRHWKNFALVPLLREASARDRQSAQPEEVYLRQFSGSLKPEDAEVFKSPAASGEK
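Cells expressing TRPV1 were dye-loaded with Fluo-8 and read kinetically: 10 s baseline, 3 min after compound (agonist portion), then 2 min after EC20 capsaicin (allosteric enhancer portion). Calcium-bound dye fluorescence at 480/520 nm.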
BRCA1 expr act = increases BRCA1 expression; MCF7-BRCA1-FFLuc reporter, luminescence, 48 h; response scale: scaled: vehicle 0%, 10 µM genistein 100%; Potency, µM (series often up to 46.1 µM), for inactives: top-dose activation, actives largely listed as activators; 1.1% of 380,000 active; note: potency is the fitted concentration of half-maximal effect; nearly all actives have a fitted effect of over 80% in size; some results filed as inactive show a strong effect at the top dose
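Compounds are tested at multiple concentrations on MCF7 BRCA1-luciferase reporter cells seeded at 2000 per well; after 48 h, a single luminescence end-point is taken and curves fitted to the normalized data.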
ELG1 repair inh = blocks ELG1-dependent DNA repair in HEK293T cells; 2.3% of 330,000 active; HEK293T ELG1-luciferase reporter, luminescence, 16 h; DNA damage induced by 5-fluorouridine; Potency, µM (doses to about 46.1 µM), for the others: at the top dose activity change, negative = inhibition, most hits filed as inhibitors; AID 504467; note: potency is the fitted concentration of half-maximal effect; % is set by controls: 0 for no effect and ±100 for the full control effect; nearly all actives have a fitted effect of over 55% in size
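In this reporter screen, reduction of luminescence relative to DMSO vehicle indicated activity. Compounds and 5-fluorouridine were added together to 2,000 cells per well, incubated for 16 hr at 37 °C, then developed with ONE-Glo.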
Starred values were filed as active, the others as inactive; ? = inconclusive; · = no result given; & = joins results of further samples; [ ] = dose if it differs, or a comment. Unless noted, calls come from the whole dose curve; as a rule, active = well fitted curve in the direction sought with a large enough effect; inconclusive = small, poorly fitted or top-dose-only effect, or another doubt; inactive = no such curve, though single readings can be large; an effect the other way counts as inactive or inconclusive.

entry	Compound	NPC1 prom act	FLuc modulator	p53 reactivator	Gal4-VP16 FLuc	Rab9 promoter act	ELG1 genotoxic	RORgamma inh	Tb PFK block	TRPV1 agonist	BRCA1 expr act	ELG1 repair inh
1	CCC(=O)N1c2ccc(S(=O)(=O)N3CCN(C)CC3)cc2CC1C (centres undefined)	-2%	0%	-5%	4%	-2%	2%	-15%	-3%	1	-30%	24%
2	COc1ccc(S(=O)(=O)N2CCCCC2)cc1	-5%	-1%	6%	2%	-3%	-1%	13%	-3%	8	-2%	4%
3	O=C(O)c1oc2ccc(Br)cc2c1-n1cccc1	1%	-8%	-10%	·	-6%	-4%	11%[0.365 µM]	-13%	1	-31%	-4%
4	COc1ccc(Nc2nc(N3CCCCC3)nc3ccccc23)c(OC)c1	-1%	-3%	-1%	-22%	-5%	-16%	-35%	-1%	26	-37%	23µM*
5	CCCCCOC(=O)C1[C@H]2C(=O)N(Cc3cccs3)C[C@]23C=C[C@H]1O3 (some centres undefined)	-3%	1%	-1%	-3%	-1%	0%	?	0%	3	2%	-1%
6	CCOc1ccc(/C=N/NC(=O)c2[nH]ncc2Br)c(O)c1	?	2.1µM*	?	11µM*	?	?	3.5µM*	?	1	-21%	?
7	CCc1nnc(NC(=O)c2ccc(C)o2)s1	?	?	?	1%	?	?	22%	-3%	-2	65%	?
8	COc1ccc(-n2ncc3c(=O)n(Cc4c(F)cccc4Cl)cnc32)cc1	16%	?	1%	19%	?	?	14%	0%	?	64%	?
9	CCc1ccc(C2=NN(C(C)=O)C(c3ccco3)C2)cc1 (centres undefined)	3.5µM*	8.5µM*	1%	-7%	1.8µM*	16µM*	3%	-1%	26	?	?
10	O=C(c1ccccc1)c1n[nH]c(-c2ccccc2)cc1=O	-3%	-20%	-2%	-2%	5%	9%	9%	-2%	-9	9%	-14%
11	Cc1c(C(=O)Nc2ccc3c(c2)OCO3)sc2ncn(CC(=O)N3CC(C)CC(C)C3)c(=O)c12 (centres undefined)	1%	0%	1%	0%	-2%	6%	17%	1%	6	-8%	21µM*
12	CC(=O)c1cn(N2CCCCC2)c(=O)[nH]c1=O	0%	-1%	0%	3%	-5%[1.84 µM]	1%	7%	0%	-3	-4%	14%
13	C=CCc1c(C)nc(C)nc1N/N=C/c1ccccc1O	1%	-8%	7%	5µM*	-9%	-5%	?	-8%	-1	-67%	?
14	O=C(Nc1cccc(NC(=O)c2cccc(F)c2)n1)c1cccc(F)c1	-3%	19µM*	10%	-9%	0%	-1%	-2%	2%	4	29%	?
15	COc1cccc(C2C(C(=O)OC(C)C)=C(C)Nc3ncnn32)c1 (centres undefined)	0%	0%	-4%	-4%	4%	1%	-31%	-1%	5	-2%	0%
16	CCc1noc(C)c1C(=O)Oc1ccc(N(C)S(=O)(=O)c2ccccc2)cc1	-3%	-16%	14%	·	-4%	24%	·	-9%	0	-38%	?
17	CC(=O)Nc1ccc(NC(=O)COC(=O)/C(=C/c2ccccc2)n2nnnc2C)cc1	-11%	-1%	-43%[inhibitor]	?	13%	-4%	16µM*	2%	-1	-35%	?
18	CCCCCCCC(=O)NC(Nc1ccc(S(N)(=O)=O)cc1)C(Cl)(Cl)Cl (centres undefined)	-1%	-2%	-4%	-8%	1%	-9%	34%	-3%	?	-24%	?
19	Cc1cc(NC(=O)CN2CC(C)OC(C)C2)n(-c2nc3ccccc3s2)n1 (centres undefined)	26%	0%	1%	-10%	8%	-5%	1%	-3%	2	-27%	-1%
20	CN(C)S(=O)(=O)c1ccc(NC(=O)N2CCN(c3ccccc3Cl)CC2)cc1	-1%	5%	-7%	0%	-2%	-8%	1%	-9%	0	-45%	?
21	COc1ccc(/C=C/c2nnc(NC(C)=O)s2)cc1	1.1µM*	1.9µM*	2%	-15%	0.13µM*	2.3µM*	-40%	-10%	0	?	?
22	CCCn1nc(NC(=O)C(C)C)c2cc3cc(OC)ccc3nc21	3%	-8%	7%	-16%	-7%	2%	5%	-5%	?	1%	-11%
23	Cn1c(C(C#N)C(=O)c2sc3ccccc3c2Cl)nc2ccccc21 (centres undefined)	-4%	?	4%	4.5µM*	0%	-9%	1.8µM*	1%	-1	-4%	-5%
24	COCCCN(C(=S)Nc1cc(Cl)cc(Cl)c1)C(C)c1ccccn1 (centres undefined)	-9%	-1%	5%	?	-5%	-9%	7.1µM*	-15%	2	-68%	?
25	Cc1cc(N2CCN(Cc3ccccc3)CC2)n2nc(C)c(-c3ccccc3)c2n1	-1%	0%	-1%	12%	-6%	-4%	2%	4%	5	-3%	?
26	Cc1cnc(C(=O)Nc2nc(-c3ccccc3)cs2)cn1	3%	?	0%	4.5µM*	-1%	1%	4.5µM*	-6%	24	27%	?
27	CCCCCCNCC(=O)N1CCC(Cc2ccccc2)CC1	1%	2%	8%	-7%	4%	-20%	9%	0%	0	-40%	?
28	Cc1ccc(C(=O)c2oc3ccccc3c2NC(=O)c2cc(-c3ccccc3O)n[nH]2)cc1	-3%	0%	-1%	?	1%	3%	-37%	-1%	1	-32%	-9%
29	N#Cc1nc(-c2ccccc2)oc1NCCCn1ccnc1	0%	-15%	-3%	-21%	7%	7%	11%	3%	2	0%	?
30	O=C(/C=C/c1ccc(OCCCF)cc1)N1CCOCC1	?	24µM*	13%	7%	?	?	-5%	0%	?	10µM*	?
31	COc1cccc(NC(=O)CSc2nnc(COc3ccc4c(c3)CCCC4)o2)c1	12%	21µM*	-1%	-23%	1%	-1%	-2%	-9%	14	-34%	-13%
32	CCCn1nc(C(=O)NNC(=O)CSCC(=O)Nc2cc(C)on2)c2ccccc2c1=O	-5%	-3%	5%	·	-3%	1%	·	-4%	-4	0%	-11%
33	CC(C)(C)NC(=O)C(c1ccccn1)N(C(=O)c1csnn1)C1CCCC1 (centres undefined)	-2%	0%	3%	0%	2%	0%	1%	-1%	1	-1%	0%
34	CNC(=O)C(=O)NCCc1ccc(Cl)cc1	-2%	3%	4%	7%	3%	2%	12%	-4%	1	-12%	7%
35	COc1ccc(S(=O)(=O)N(C)C)cc1NC(C)C(=O)Nc1cccc(C#N)c1 (centres undefined)	-5%	-2%	0%	-8%	-1%	0%	1%	-3%	1	0%	-1%
36	COc1ccc(-c2ccnc3nc(N4CCOCC4)nn23)cc1	-3%	-3%	-6%	-3%	0%	-2%	22%	-1%	1	-32%	-23%
37	O=C(NNC(=O)c1ccccc1OCc1ccc(F)cc1)c1ccccc1O	-28%	27µM*	?	10µM*	-37%[inhibitor]	-2%	4.5µM*	-8%	?	-76%	2.3µM*
38	COc1cccc(N2CCN(C(=O)c3ccc(N4C(=O)NC5CC4(C)Oc4ccccc45)cc3)CC2)c1 (centres undefined)	13%	-1%	-6%	-11%	5%	0%	2%	1%	-5	-7%	-3%
39	CCc1ccc(Nc2nnc(SCC(=O)N(C)C3CCS(=O)(=O)C3)s2)cc1 (centres undefined)	3.5µM*	0.43µM*	3%	?	?	?	-37%	-4%	1	?	?
40	CCOC(=O)C1=C(O)C(Nc2nc3ccccc3s2)(C(F)(F)F)N=C1C (centres undefined)	-1%	5%	7%	-12%	-5%	-1%	-9%	-5%	-3	-18%	-1%
41	CCn1cc(C(=O)NCCc2ccccc2)c(=O)c2cc(S(=O)(=O)N3CCCC3)ccc21	-7%	-4%	0%	-2%	4%	-1%	?	1%	96*	0%	?
42	S=C(Nc1ccccn1)c1ccccn1	2.8µM*	7.6µM*	?	3.2µM*	2.5µM*	13µM*	7.1µM*	?	7&1	7.1µM*	?
43	Cc1nc2ccc(NS(=O)(=O)c3ccccc3Cl)cc2s1	-10%	-3%	-4%	·	-7%	3%	·	3%	0	-1%	0%
44	CCN1CCN(C2CCN(C(C)=O)CC2)CC1	-3%	0%	-1%	-11%	-9%	2%	-2%	0%	0	·	-1%
